High-throughput results deposited in PubChem BioAssay by National Center for Advancing Translational Sciences (NCATS).
ELG1 DNA repair: ELG1-dependent DNA repair inhibition; AID 504467; HEK293T ELG1-luciferase reporter, luminescence, 16 h; DNA damage induced by 5-fluorouridine; actives 2.3% (n = 330,000); Potency, µM (doses to about 46.1 µM), inactives show at the highest dose activity change, negative = inhibition, hits mostly inhibitors; also: potency is read from the fitted curve at half-maximal effect; % is scaled to controls: 0 for no effect and ±100 for the full control effect; nearly all actives have a fitted effect of over 55% in size
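DMSO vehicle served as the neutral condition. Each well held 2,000 cells given 5-fluorouridine plus compound; after 16 hr at 37 °C/5% CO2, ONE-Glo was added and luciferase measured 30 min later.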
p53 reactivator: restores transcriptional activity of mutant p53; Potency, µM (series often up to 92.2 µM), for inactives: at the highest dose activity change, positive = activation, hits mostly activators; actives 0.063% (n = 320,000); H1299 p53-A138V BP100-luciferase reporter, luminescence, 24 h; AID 504706; also: potency is read from the fitted curve at half-maximal effect; % of control where 0% means no effect; nearly all actives have a fitted effect of over 45% in size
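p53-null H1299 cells stably carrying temperature-sensitive p53-A138V and a BP100-luciferase reporter were pinned with compounds (4-point, 1:5 series) and held 24 hrs at 37 deg C. Luminescence was read 10 min after detection reagent.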
TCR act: activates T cell receptor signaling; Potency, µM (titrated, usually from 9.22 µM), for the others: top-dose activation of IL-2 secretion, hits mostly activators; 330,000 tested, under 10 active; primary human leukocytes, anti-CD3, IL-2 HTRF, 48 h; also: % of control where 0% means no effect
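Primary human leukocytes incubated 48 hr with anti-CD3 beads plus compound, without co-stimulation. Secreted IL-2 measured by HTRF (europium cryptate/d2 anti-IL-2 pair, 320 nm excitation, 665 nm emission).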
B2AR arrestin: agonists driving beta-arrestin recruitment to human beta2-adrenergic receptor; actives 0.02% (n = 330,000); P07550; Potency, µM (highest dose often 46.1 µM), for inactives: at the top dose activation, hits mostly activators; beta-arrestin recruitment to beta2AR, cell-based reporter;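 also: potency is read from the fitted curve at half-maximal effect; 0% = DMSO controls and full agonism = EC100 isoproterenol or metaproterenol; nearly all actives have a fitted effect of over 65% in size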
TRPV1 ag: agonists of human vanilloid receptor 1 (TRPV1). Q8NER1. TRPV1-expressing cells, Fluo-8 calcium influx, agonist mode. activation, % at 8.33 µM. actives 0.19% (n = 320,000); in the data active = activation above about 80%; inconclusive = between about 30% and that limit; also: 0% is about no effect
Target sequence (Q8NER1 whole entry, looked up): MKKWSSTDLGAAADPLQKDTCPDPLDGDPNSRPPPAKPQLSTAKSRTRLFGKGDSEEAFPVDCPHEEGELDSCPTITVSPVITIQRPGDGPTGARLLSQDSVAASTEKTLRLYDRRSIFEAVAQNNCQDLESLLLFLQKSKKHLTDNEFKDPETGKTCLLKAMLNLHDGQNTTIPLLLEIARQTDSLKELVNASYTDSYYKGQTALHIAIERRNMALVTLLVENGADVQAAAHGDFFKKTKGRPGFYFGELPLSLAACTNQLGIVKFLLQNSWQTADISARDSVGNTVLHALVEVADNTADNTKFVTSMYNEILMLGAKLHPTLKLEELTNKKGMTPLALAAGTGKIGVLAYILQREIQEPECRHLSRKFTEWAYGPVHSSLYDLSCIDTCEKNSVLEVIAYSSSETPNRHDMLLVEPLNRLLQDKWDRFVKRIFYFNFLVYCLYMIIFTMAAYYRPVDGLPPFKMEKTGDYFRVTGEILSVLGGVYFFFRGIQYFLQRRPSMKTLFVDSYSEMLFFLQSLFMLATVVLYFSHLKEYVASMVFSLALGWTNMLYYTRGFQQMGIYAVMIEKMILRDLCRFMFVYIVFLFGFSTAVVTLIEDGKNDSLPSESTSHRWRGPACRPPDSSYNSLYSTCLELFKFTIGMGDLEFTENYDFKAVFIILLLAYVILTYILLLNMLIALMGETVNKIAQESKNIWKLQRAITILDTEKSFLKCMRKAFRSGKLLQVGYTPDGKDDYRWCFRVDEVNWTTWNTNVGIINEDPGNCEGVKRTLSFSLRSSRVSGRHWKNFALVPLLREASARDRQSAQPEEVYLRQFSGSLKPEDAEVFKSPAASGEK
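Cells expressing TRPV1 were dye-loaded with Fluo-8 and read kinetically: 10 s baseline, 3 min after compound (agonist portion), then 2 min after EC20 capsaicin (allosteric enhancer portion). Calcium-bound dye fluorescence at 480/520 nm.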
AT treatment: candidate therapy for ataxia-telangiectasia; […] A-T fibroblasts, KAP-1 phosphorylation AlphaLISA; neocarzinostatin DNA damage 30 min before lysis; Potency, µM (series often up to 57.5 µM), without a hit: top-dose activation, most hits filed as activators; actives 0.19% (n = 320,000); AID 485349; also: potency is read from the fitted curve at half-maximal effect; % of control where 0% means no effect; nearly all actives have a fitted effect of over 45% in size
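hTERT-immortalized A-T patient fibroblasts ([…]), 500 cells/well in OPTI-MEM, 1% FBS, got compounds for 60 min, then NCS for 30 min at 37C. Lysates were then assayed for phospho-KAP-1 by AlphaLISA (anti-pKAP1 donor, anti-KAP1 acceptor beads), 6 hr at 25C.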
a7 integrin act: activates integrin-mediated alleviation for muscular dystrophy; actives 0.064% (n = 350,000); AID 624291; alpha7betagal myoblasts, beta-gal FDG fluorescence, 48 h; Potency, µM (top dose mostly 38.3 µM), for the others: at the top dose activation, actives largely listed as activators;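 also: potency is read from the fitted curve at half-maximal effect; 100% = response of the positive control SU9516; nearly all actives have a fitted effect of over 60% in size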
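Alpha7betagal+/- myoblasts (passage 13) were plated 16-24 hr, then exposed to compounds (1:260 dilution of DMSO stock) for 48 hours at 37C. After MPER lysis, β-galactosidase reporter activity was read as FDG fluorescence (ex 480/em 540) after 30 minutes.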
TSG101-PTAP inh: blocks PTAP/TSG101 interaction to inhibit HIV-1 budding; Q99816; Fluorescence polarization, FITC-PTAP peptide / Tsg101 binding; Potency, µM (highest dose often 115 µM), inactives show at the top dose activity change, negative = inhibition, actives largely listed as inhibitors; 340,000 tested, under 10 active; active = well fitted inhibition curve with a large enough effect in the main read-out, with a control signal flat, not every such curve was filed as active; inconclusive = small, poorly fitted or top-dose-only effect, or effect the other way, or a change in a side signal; inactive = no such curve, though single readings can be large or run the other way; also: potency is read from the fitted curve at half-maximal effect; % of control where 0% means no effect
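Tsg101 binding domain (10 uM final) was mixed with compound and a FITC-labeled PTAP peptide (50 nM final) in HEPES pH 7.5 buffer with NaCl, Tween 20, EDTA and TCEP; fluorescence polarization was read after 20 min at r.t.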
BRCA1 expr up: activators of BRCA1 expression; MCF7-BRCA1-FFLuc reporter, luminescence, 48 h; response scale: scaled: vehicle 0%, 10 µM genistein 100%; Potency, µM (doses to about 46.1 µM), inactives show at the highest dose activation, actives largely listed as activators; actives 1.1% (n = 380,000); also: potency is read from the fitted curve at half-maximal effect; nearly all actives have a fitted effect of over 80% in size; some results filed as inactive show a strong effect at the top dose
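MCF7-BRCA1-FFLuc cells, 2000/well in phenol-red-free MEM, attached 2 h then treated 48 h at 37 C. Luciferase luminescence read 15 min after reagent; normalized to genistein maximum activation (10microM) and DMSO, concentration-response fitted.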
MLL CXXC-DNA inh: MLL CXXC-DNA interaction inhibition | Q03164 | MLL-CXXC / FITC-HOXA9 DNA fluorescence polarization | Potency, µM (series often up to 115 µM), without a hit: top-dose activity change, negative = inhibition, usual class: inhibitors | actives 0.037% (n = 290,000) | AID 2662; active = well fitted inhibition curve with a large enough effect in the polarisation, with a control signal flat, not every such curve was filed as active; inconclusive = small, poorly fitted or top-dose-only effect, or effect the other way, or a change in a side signal; inactive = no such curve, though single readings can be large or run the other way; the % refers to the polarisation; also: potency is read from the fitted curve at half-maximal effect
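Fluorescence polarization: 7 uM MLL-CXXC (stock) preincubated 5 min with compounds, then 50 nM fluorescein-HOX-A9 DNA (stock) added; 30 min ambient. Buffer 50 mM Tris-HCl pH 7.5, 50 mM NaCl, 1 mM DTT, 0.05% BSA.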
An asterisk follows results filed as active; ? = inconclusive; . = not tested or not shown; [ ] = remark or other dose. Unless noted, calls follow the shape of the dose curve; as a rule, active = well fitted curve in the direction sought with a large enough effect; inconclusive = small, poorly fitted or top-dose-only effect, or another doubt; inactive = no such curve, though single readings can be large; an effect the other way counts as inactive or inconclusive.

structure	ELG1 DNA repair	p53 reactivator	TCR act	B2AR arrestin	TRPV1 ag	AT treatment	a7 integrin act	TSG101-PTAP inh	BRCA1 expr up	MLL CXXC-DNA inh
CC(CC(=O)Nc1nc2ccccc2[nH]1)n1ccnc1 (stereo unspecified)	17%	2%	3%	-0.1%	-9	-5%	1%	0%	-28%	-3%
COc1cc(C(=O)N2CCC(NC(=O)C(Cc3ccccc3)NC(C)=O)CC2)cc(OC)c1OC (stereo unspecified)	-1%	-1%	.	0.1%	4	7%	14%[7.66 µM]	0%	0%	5%
COc1cc2[nH]c(=S)n(C3CC3)c(=O)c2cc1OC	9%	-4%	.	0.0%	0	-8%	-18%	1%	-26%	0%
COc1ccc(NC(=O)C2=CC(c3ccc(C)cc3)=NS(=O)(=O)N2C)cc1OC	?	13%	7%	0.5%	6	6%	6%	-5%	-16%	.
CCOC(=O)NC(=O)c1cn(N(C)c2ncc(C(F)(F)F)cc2Cl)c(=O)[nH]c1=O	-6%	-4%	0%	0.2%	2	0%	-7%	-5%	0%	-1%
CC(=O)N1CCN(c2ccc(NC(=S)NC(=O)/C=C/c3ccccc3)cc2)CC1	12%	?	-6%[46.1 µM]	0.3%	0	-3%	.	.	.	10%
Cc1cccc(N(C)c2ncnc3onc(-c4ccc(F)cc4)c23)c1C	-29%	.	1%	-0.8%	4	-2%	-7%	-6%	-68%	15%
O=S(=O)(NCCCN1CCN(c2ccccc2F)CC1)c1cccc2cccnc12	?	7%	2%	-1.0%	.	12%	25%	0%	-22%	-8%
COc1ccc(NC(=O)CN(C)S(=O)(=O)c2ccc(C)cc2)c([N+](=O)[O-])c1	14%	5%	-3%[46.1 µM]	-0.4%	8	3%	-24%	27%	-10%	0%
Cc1ccc(-c2c(C(=O)N/N=C/c3cccc(Cl)c3)nnn2-c2nonc2N)cc1	-2%	-7%	-4%	-0.3%	-1	-7%	-8%	0%	-42%	10%
Cc1ccc(C)c(S(=O)(=O)N2CCCC2CNC(=O)C(=O)NCc2ccccn2)c1 (stereo unspecified)	-1%	-5%	2%	0.0%	16	-3%	37%	-3%	-3%	.
O=C(O)c1ccc(-c2nc3ccccc3[nH]2)cc1	25%	2%	1%[46.1 µM]	-0.2%	1	1%	20%	-2%	-13%	?
Cc1nnc(SCC(=O)NNC(=O)c2ccccc2)n1N	21%	6%	-4%	0.1%	0	-3%	15%	-1%	7%	.
O=S(=O)(Nc1nnc(C2CC2)s1)c1ccccc1	3%	-1%	1%	0.2%	-1	-8%	?	0%	-19%	0%
CC(=O)c1ccc(NC(=O)CCCN2C(=O)/C(=C/C(C)=C/c3ccccc3)SC2=S)cc1	-15%	?	-1%[46.1 µM]	0.1%	-1	1%	2%	-3%	-77%	27%
O=C(NCc1ccc(Cl)cc1)c1nccnc1CO	6%	-6%	-1%	11%	1	37%	-3%	0%	-8%	-16%
O=[N+]([O-])c1cc(S(=O)(=O)NCCN2CCOCC2)ccc1Cl	1%	8%	-9%	0.0%	0	-1%	-43%	1%	-68%	2%
CCn1c(=O)c2ccccc2n2c(SCC(=O)N3CCc4ccccc4C3)nnc12	-25%	14%	0%	0.4%	1	.	-8%	-2%	1%	-2%
CC(C)(C)n1nnnc1C(c1cccnc1)N1CCN(c2ccccn2)CC1 (stereo unspecified)	0%	3%	3%	-0.8%	-1	1%	-11%	-1%	8%	7%
c1ccc(-c2nc(NCC3CCCO3)c3ccccc3n2)nc1 (stereo unspecified)	18µM*	-3%	5%	-0.9%	-4	1%	0%	-2%	-1%[1.84 µM]	?
COc1ccc(S(=O)(=O)N2CCCCCC2)cc1C(=O)OC(C)C(N)=O (stereo unspecified)	0%	2%	1%	0.6%	0	-14%	?	5%	-2%	-2%
Cc1ccc(C(=O)NCCNC(=O)c2ccco2)cn1	6%	-1%	-2%	-0.4%	0	2%	7%	3%	2%	30%
Cc1cc(C(F)(F)F)nc(-n2cc(-c3cccc(N)c3)nn2)n1	4%	3%	-2%	-0.4%	4	9%	22%	-1%	1%	0%
CC/C(=N/O)C(=O)c1ccc(Br)cc1	-6%	-2%	5%	-0.5%	-2	-3%	21%	1%	39%	7%
Cc1ccc(NC(=O)CN(C)C(=O)Cn2cc(C(F)(F)F)cc(Cl)c2=O)cc1	0%	-3%	1%[46.1 µM]	0.2%	-9	0%	12%	-3%	-6%	5%

Of the compounds above, 2 contain two or more sulfur atoms.
structure	ELG1 DNA repair	p53 reactivator	TCR act	B2AR arrestin	TRPV1 ag	AT treatment	a7 integrin act	TSG101-PTAP inh	BRCA1 expr up	MLL CXXC-DNA inh
O=S(=O)(Nc1nnc(C2CC2)s1)c1ccccc1	3%	-1%	1%	0.2%	-1	-8%	?	0%	-19%	0%
CC(=O)c1ccc(NC(=O)CCCN2C(=O)/C(=C/C(C)=C/c3ccccc3)SC2=S)cc1	-15%	?	-1%[46.1 µM]	0.1%	-1	1%	2%	-3%	-77%	27%

More entries.
structure	ELG1 DNA repair	p53 reactivator	TCR act	B2AR arrestin	TRPV1 ag	AT treatment	a7 integrin act	TSG101-PTAP inh	BRCA1 expr up	MLL CXXC-DNA inh
Cc1cc(NC(=O)CSc2nnc(-c3ccncc3)n2-c2ccc(F)cc2)no1	-10%	0%	-7%	0.1%	1	0%	2%	-1%	2%	3%
COc1ccc(C(=O)N(C)Cc2ccccc2F)cc1S(=O)(=O)N1CCCC1	5%	3%	1%	3.2%	-2	4%	-8%	-2%	-25%	.
CCOC(=O)C1=C(COC(=O)/C=C/c2cccc([N+](=O)[O-])c2)NC(=O)NC1C (stereo unspecified)	-26%	-6%	-8%	0.0%	1	-9%	-15%	1%	-15%	.
Cc1ccc(NC(=O)C(C)OC(=O)CCNS(=O)(=O)c2ccc(C)cc2)cc1 (stereo unspecified)	-5%	-1%	3%[46.1 µM]	-0.9%	-1	-4%	10%	-4%	-6%	-5%
COc1ccccc1CNC(=O)[C@@H](NC(=O)C1CCN(C(=O)[C@@H]2CCCN2C(=O)OC(C)(C)C)CC1)C(C)C	?	.	-21%	-0.2%	0	-11%	-5%	-6%	6%	-5%
Cc1cccc2cc3c(N)c(C(=O)N4CCc5ccccc54)sc3nc12	-2%	?	1%[46.1 µM]	-0.8%	11	-3%	-27%	?	18%	?
COc1ccc(-n2c(=S)[nH]c3cc(C(=O)Nc4ccc(F)cc4)ccc3c2=O)c(OC)c1	?	-1%	-1%	0.1%	?	-5%	-32%	-3%	-26%	-4%
O=C(COc1ccccc1Cl)Nc1cccc(S(=O)(=O)N2CCCC2)c1	?	14%	1%	-0.8%	12	-5%	-9%	-2%	1%	.
Nc1ncnc2c1ncn2[C@@H]1O[C@H](CNCc2ccc(OCC(=O)Nc3nccs3)cc2)[C@@H](O)[C@H]1O	?	12%	-4%	-0.6%	.	15%	-28%	-6%	3%	.
CC1CC(N(C(=O)C2CC2)c2ccccc2)c2ccccc2N1C(=O)C1CC1 (stereo unspecified)	1%	4%	11%	-0.9%	?	2%	9%	-5%	-1%[1.84 µM]	-7%
CCc1nc2nc(C)c(NS(=O)(=O)c3ccc(Cl)cc3)c(=O)n2[nH]1	-3%	-1%	3%	-0.1%	3	-2%	-17%	-4%	-14%	13%
COC(=O)CN(c1nc(C)c(Cl)c(OC)n1)S(=O)(=O)c1ccc(C)cc1	-25%	-2%	3%	-0.1%	1	2%	-13%	-13%	-56%	3%
COC(=O)CN1C(=O)[C@H]2[C@@H](C3CC3)N3C(=O)CN(Cc4ccc(-c5ccccc5)cc4)C(=O)[C@@]3(Cc3ccccc3)[C@H]2C1=O	6%	.	0%	-0.5%	18	3%	-12%	-6%	-15%	2%
O=C(O)Cc1sc(Nc2ccc(Cl)cc2)nc1-c1cccs1	?	-1%	0%	-0.2%	11	.	9%	4%	48%	?
NC(=O)C1CCN(c2nc3c(S(=O)(=O)c4ccccc4)nnn3c3ccccc23)CC1	3%	2%	1%	0.4%	3	-4%	11%	4%	-12%	-4%
COc1ccc(S(=O)(=O)N(C)C)cc1NC(=O)CSc1ncccn1	0%	-2%	-1%	0.3%	-3	6%	5%	-1%	0%	-5%

2 of the compounds above, with each value named:
CCc1nc2nc(C)c(NS(=O)(=O)c3ccc(Cl)cc3)c(=O)n2[nH]1
  ELG1 DNA repair = -3%; p53 reactivator = -1%; TCR act = 3%; B2AR arrestin = -0.1%; TRPV1 ag = 3; AT treatment = -2%; a7 integrin act = -17%; TSG101-PTAP inh = -4%; BRCA1 expr up = -14%; MLL CXXC-DNA inh = 13%

Cc1cccc2cc3c(N)c(C(=O)N4CCc5ccccc54)sc3nc12
  ELG1 DNA repair = -2%; p53 reactivator = ?; TCR act = 1%[46.1 µM]; B2AR arrestin = -0.8%; TRPV1 ag = 11; AT treatment = -3%; a7 integrin act = -27%; TSG101-PTAP inh = ?; BRCA1 expr up = 18%; MLL CXXC-DNA inh = ?
